# D1 potentiator = Potentiators of Human D1 Dopamine Receptor: qHTS; HEK293 TREx D1 cells, calcium flux, dopamine EC20 potentiation; actives 0.036% (n = 360,000); potentiation, % at 10 µM; in the data active = potentiation above about 30%; note: 0% is about no effect
# D1 antagonist = Antagonist of Human D 1 Dopamine Receptor: qHTS; HEK293 TREx D1 cells, calcium flux, dopamine EC80; hits give low values; activity change, negative = inhibition, % at 10 µM; actives 3.2% (n = 360,000); in the data active = activity change below about -30%; note: % is set by controls: 0 for no effect and ±100 for the full control effect
#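 Tetracycline-induced HEK293 T-REx cells with force-coupled D1 receptor were loaded with a no-wash calcium dye. Compound was added after a 10 s baseline and read kinetically for 180 s; EC80 dopamine was then added and calcium flux followed another 180 s.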
# TRHR PAM = qHTS for Small Molecule Agonists and Allosteric Enhancers of Human TRH Receptor: Primary Screen for Enhancers; Thyrotropin-releasing hormone receptor (Homo sapiens), P34981; TRHR cells, fluo-8 calcium fluorescence, EC20 TRH enhancement; enhancement, % at 2 µM; actives 0.66% (n = 360,000); AID 493056, 2011; in the data active = enhancement above about 30%; note: 0% is about no effect
#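 TRHR-expressing cells loaded with fluo-8 calcium dye were read kinetically (ex 480/em 530) during compound addition, then stimulated with an EC20 of TRH (10 nM final). Enhancement of the Gq-mediated intracellular calcium response was scored.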
# D2 ag = HTS Assay for Allosteric Agonists of the Human D2 Dopamine Receptor: Primary Screen for Agonists; HEK293 T-REx D2 cells, calcium flux agonist mode; D(2) dopamine receptor (Homo sapiens), P14416; actives 0.53% (n = 340,000); activation, % at 2 µM;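 active = activation over 3 SD above normal in the single-dose calcium agonist read, cut at about 30% in these data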; note: 0% is about no effect
#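 Agonism is scored from calcium flux in a force-coupled, inducible HEK293 cell line expressing D2, read kinetically for 180 s after compound addition against dopamine controls.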
# RXFP1 agonist = qHTS Assay for Agonists of the Relaxin Receptor RXFP1; Potency, µM (titrated, usually from 57.5 µM), for the others: at the top dose activation, most hits filed as activators; actives 0.3% (n = 370,000); Relaxin receptor 1 (Homo sapiens), Q9HBX9; HEK293T-RXFP1 cAMP TR-FRET, 30 min; response scale: percent of porcine relaxin response, buffer zero; active = well fitted activation curve with a large enough effect; inconclusive = small, poorly fitted or top-dose-only effect; note: potency is the fitted concentration of half-maximal effect; % is set by controls: 0 for no effect and ±100 for the full control effect; nearly all actives have a fitted effect of over 60% in size; many of its hits are not listed in these tables
# Target sequence (Q9HBX9 whole entry, looked up): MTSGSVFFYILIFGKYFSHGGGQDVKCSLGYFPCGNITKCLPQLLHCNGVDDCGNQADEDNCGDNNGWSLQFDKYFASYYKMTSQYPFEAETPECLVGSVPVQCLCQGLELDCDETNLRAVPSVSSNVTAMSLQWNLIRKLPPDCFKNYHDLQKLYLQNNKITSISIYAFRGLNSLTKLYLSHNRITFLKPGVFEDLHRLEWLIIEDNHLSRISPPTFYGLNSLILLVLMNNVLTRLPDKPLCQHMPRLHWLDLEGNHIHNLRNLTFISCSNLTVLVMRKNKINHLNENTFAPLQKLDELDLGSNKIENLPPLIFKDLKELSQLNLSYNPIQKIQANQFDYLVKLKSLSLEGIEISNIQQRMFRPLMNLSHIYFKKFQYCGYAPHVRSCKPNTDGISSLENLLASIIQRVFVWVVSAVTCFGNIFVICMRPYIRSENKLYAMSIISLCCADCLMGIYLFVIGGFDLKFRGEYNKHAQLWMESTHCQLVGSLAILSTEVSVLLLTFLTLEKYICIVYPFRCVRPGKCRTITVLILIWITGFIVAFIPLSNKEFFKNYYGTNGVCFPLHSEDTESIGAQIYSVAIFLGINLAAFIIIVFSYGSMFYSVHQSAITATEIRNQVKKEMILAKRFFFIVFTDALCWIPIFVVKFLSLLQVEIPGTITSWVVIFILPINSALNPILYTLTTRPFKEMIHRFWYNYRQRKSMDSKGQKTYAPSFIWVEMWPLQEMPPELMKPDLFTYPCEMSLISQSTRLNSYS
#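 HEK293T cells stably expressing RXFP1 were pretreated with the PDE4 inhibitor Ro 20174, exposed to compounds for 30 min at 37C, lysed, and cAMP was read by TR-FRET. Data normalized to buffer (basal) and 29 nM porcine relaxin (100%).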
# D2 antagonist = HTS Assay for Allosteric Antagonists of the Human D2 Dopamine Receptor: Primary Screen for Antagonists; D(2) dopamine receptor (Homo sapiens), P14416; HEK293 TREx D2 cells, calcium flux, dopamine EC80; inhibition, % at 10 µM; actives 2% (n = 340,000); in the data active = inhibition above about 30%; note: 0% is about no effect
#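 Read-out: kinetic calcium fluorescence (1 cycle/s) in inducible HEK293 T-REx D2 cells after an EC80 dopamine addition that followed 180 s compound preincubation. Loss of the dopamine response indicates antagonism.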
# D2 potentiator = HTS Assay for Positive Allosteric Modulators of the Human D2 Dopamine Receptor: Primary Screen for Potentiators | D(2) dopamine receptor (Homo sapiens), P14416 | HEK293 T-REx D2, calcium flux, EC20 dopamine potentiation | potentiation, % at 10 µM | actives 0.34% (n = 340,000) | AID 485347, 2010;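 active = potentiation over 3 SD above the plate norm, cut at about 30% in these data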; note: 0% is about no effect
#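 Potentiation of an EC20 dopamine calcium response is measured in a force-coupled, tetracycline-inducible Hek293 Trex D2 line. Compound-only kinetic reads over 180 s flag agonists before dopamine addition.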
# D1 agonist = Allosteric Agonists of the Human D1 Dopamine Receptor: qHTS. actives 1% (n = 360,000). HEK293 T-REx D1 cells, calcium flux, agonist mode. activation, % at 2 µM; in the data active = activation above about 30%; note: 0% is about no effect
#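 Tetracycline-induced HEK293 TREx D1 cells, force-coupled to calcium signalling, were dye-loaded with a no-wash calcium kit. Compound was pin-added after a 10 s baseline. Fluorescence was read kinetically at 1 cycle/s for 180 s, with calcium rises flagged as agonism.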
# RXFP1 antag = qHTS Assay for Antagonists of the Relaxin Receptor RXFP1. Relaxin receptor 1 (Homo sapiens), Q9HBX9. HEK293-RXFP1, relaxin-stimulated cAMP HTRF, 30 min; hits give low values. activity change, negative = inhibition, % at 57.5 µM. actives 0.59% (n = 350,000). AID 1259400, 2018;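 active = activity change of -60% or lower, but not beyond a set lower limit; inconclusive = change between -60% and -40%, or beyond the set limit; inactive = change above -40%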; note: % is set by controls: 0 for no effect and ±100 for the full control effect
# * marks the source's active call; other numbers are inactive results; ? = inconclusive; . = not tested or not shown; & = joins results of further samples; ! = not confirmed by another sample. Only part of the results is shown. The share of hits here may be higher or lower than overall.
SMILES,D1 potentiator,D1 antagonist,TRHR PAM,D2 ag,RXFP1 agonist,D2 antagonist,D2 potentiator,D1 agonist,RXFP1 antag
Clc1ccc(OCc2nnc3n2N=C(c2ccc4c(c2)OCCO4)CS3)c(Cl)c1,-5,-19,-4,0.2,6.4%,7,2,7,-11
CCCn1c(N2CCC(Cc3ccccc3)CC2)nc2c1c(=O)[nH]c(=O)n2C,0,1,-4,-2.3,1.9%,-10,17,0,-7
CN1CN(C)C(c2ccncc2)=C1c1ccncc1,3,0,-11,-0.3,2.8%,9,-5,6,1
COC(=O)C(NC(=O)CCc1nnc2ccc(N3CCC(C)CC3)nn12)C(C)C (stereo not given),-7,2,3,-0.2,3.1%,-11,6,0,13
O=C(Cn1c(COc2ccc(Cl)cc2)nc2ccccc21)NCC(F)(F)F,-6,5,-5,-0.1,1.8%,4,-4,4,-2
CC(C)CNC(=O)C1CCN(S(=O)(=O)c2ccc3c(c2)OCCO3)CC1,-1,0,2,-0.5,0.5%,18,7,0,7
COc1ccc(-c2cn3c(n2)sc2cc(C(=O)NCc4cccc(F)c4)ccc23)cc1,2,-8,-4,1.6,6.0%,.,4,0,-1
N#Cc1nc(-c2ccccc2Cl)oc1N1CCOCC1,-4,3,-3,0.2,1.6%,-25,6,1,13
Cc1nnc(SCc2nnc(-c3cccs3)o2)n1C,-2,-2,1,0.1,-1.2%,-6,1,3,3
COc1cc(NC(=O)CCN2CC(C)OC(C)C2)cc(OC)c1 (stereo not given),0,-1,-2,0.9,0.7%,-9,11,3,2
COc1nc(N)nc(N)c1NS(=O)(=O)c1ccc(C)cc1,0,-15,1,0.6,-4.3%,3,-19,3,11
CCOc1cccc(C(=O)Nc2cc(-c3nn4c(C)nnc4s3)ccc2C)c1,12,5,-2,-2.6,2.3%,1,-6,1,-11
Cc1cc(/C=C(\C#N)C(=O)NC2CCCCCC2)c(C)n1C,1,-5,9,1.6,0.8%,-6,-18,9,-8
CNCc1c(C)nn(-c2ccccc2)c1C,-2,0,-1,0.5,-0.8%,-17,-5,3,-1
Cc1ccc(NC(=O)C2Cc3ccccc3C(=O)O2)cc1 (stereo not given),1,6,6,.,3.0%,.,.,-4,?
Cc1nn(CC(=O)N2CCN(c3cccc(C(F)(F)F)c3)CC2)c(=O)c2cccn12,-5&-4,-7&-7,8&0,0.9&1.4,35µM*!,20,-10&-5,8&6,-9&-12
O=C1NC(=O)/C(=C/c2ccccn2)S1,-6,-1,-5,0.7,2.2%,-5,-17,1,-13
Cc1c(C(=O)Nc2ccc3c(c2)OCCO3)cnn1C,-12,4,-5,1.2,-0.4%,11,.,0,-13
COc1ccc(S(=O)(=O)NCc2ccccc2)cc1,-7,-25,-2,-0.8,1.3%,-25,-3,-2,-3
COc1cc(/C=N/NC(=O)c2cccc([N+](=O)[O-])c2)ccc1OC(=O)c1ccco1,-4,-12,1,.,0.3%,.,.,2,-16
Cn1cc(C(=O)c2ccc(Cl)cc2Cl)cc1C(=O)N/N=C(\N)COc1ccc(F)cc1,-4,2,-7,-0.6,1.3%,-11,-2,2,2
CCOc1cc(NC(=S)NCC(C)C)c(OCC)cc1NC(=O)c1ccco1,-6,-5,-3,-0.6,0.6%,-8,5,4,-6
O=C(CCc1ccccc1)NCCc1ccc(F)cc1,-2,-5,4,-0.5,4.5%,-7,0,3,-3
CC(=O)Nc1ccc(NC2=CC(=O)c3ccccc3C2=O)cc1,8,1,11,0.3,-2.4%,-31,12,-1,14
CN(Cc1ccccc1)C(=O)COC(=O)C1CCN(S(=O)(=O)c2ccc(Cl)c(C(F)(F)F)c2)CC1,-2,20,2,-0.4,-0.1%,11,2,8,-96*
O=C(O)C1C2C=CC(O2)C1C(=O)NCCC1=CCCCC1 (stereo not given),0,0,1,0.9,1.6%,-18,3,2,-21
CC(C)c1nccn1S(=O)(=O)c1cc([N+](=O)[O-])ccc1Cl,-5,6,-2,1.4,-0.3%,-8,-1,4,7
Cc1ccc(C)c(NC(=O)Cc2coc3cc4c(cc23)CCC4)c1,-2,-13,-6,-1.1,-0.1%,-6,7,4,.
CC(NC(=S)NC1CCCCC1)c1ccccc1 (stereo not given),3,-5,2,.,-0.5%,.,.,5,-6
O=C(Nc1ccc(Cl)cc1)N(Cc1cccnc1)Cc1ccco1,-4,-19,6,0.1,0.0%,12,10,1,0
CC(=O)N1CCc2cc(S(=O)(=O)NC(C(=O)Nc3ccc4c(c3)OCCO4)C(C)C)ccc21 (stereo not given),2,1,-2,0.5,-1.2%,-10,27,1,3
Cc1sc(N)nc1-c1ccc(Oc2ccccc2)cc1,-6,-16,11,1.1,0.4%,-3,-9,1,-5
CCCCCC/C(=N/O)c1ccccn1,-1,-37*,-4,-0.1,1.2%,6,4,5,-4
CCOC(=O)c1cnn(-c2ccccc2)c1NC(=O)C(F)(F)C(F)(F)C(F)(F)F,18,-17,15,0.7,-0.9%,13,-1,5,3
CCc1ccc(NC(=O)CSc2nc3ccccc3c(=O)n2CCN2CCOCC2)cc1,1,-8,-14,.,0.2%,11,-5,1,3
Cc1cc(C)c2sc(N)nc2c1,-3,7,-1,.,1.8%,.,7,-1,-7
COc1ccc(OC2OC3COC(c4ccco4)OC3C(O)C2NC(C)=O)cc1 (stereo not given),-1,4,-2,0.5,0.6%,-3,7,3,.
CCN1CCN(C(=O)CN(C)S(=O)(=O)c2ccc(Cl)cc2)CC1,6,-14,-8,1.1,-0.3%,-10,-4,0,0
CCOc1ccc(NC(=O)CN(C)CC(=O)NC2CCCc3ccccc32)cc1OCC (stereo not given),-10,-3,6,0.7,0.4%,-17,14,2,-2
CCCCN1CC(=O)N2[C@H](c3ccc(OC)cc3)[C@@H]3C(=O)N(CC)C(=O)[C@@H]3[C@]2(Cc2ccccc2)C1=O,-3,10,-2,0.0,-0.5%,2,4,3,.
Cc1cc([N+](=O)[O-])ccc1NC(=O)CSc1nccn1C,-4,-7,4,-0.8,1.2%,.,3,0,.
N=C(N)SCc1ccccn1,-7,12,-1,0.5,0.0%,-4,-6,6,-1
COCCN(C(=S)Nc1ccc(C)cc1)C(C)c1cccnc1 (stereo not given),-1,29,1,-1.8,0.8%,-6,19,1,-4
CC1(C)CC(N2CN(C3CCCCC3)CC2=O)CC(C)(C)N1,10,-1,0,1.1,0.6%,-7,6,4,0
Cc1noc(C)c1CSc1cc(C)c2ccccc2n1,0,13,3,.,2.5%,.,.,3,-5
CC(=O)Nc1ccc(C(=O)COC(=O)C2CC2C)c(F)c1 (stereo not given),-2,-1,2,0.0,1.0%,-2,-2,4,11
C=CCN(C(=O)c1csnn1)C(C(=O)NC1CCCC1)c1ccc(Cl)cc1 (stereo not given),-8,0,2,0.1,4.1%,8,8,1,-1
Cn1ncc(N=Cc2ccccc2)c1C(N)=O,1,-3,8,1.3,2.0%,-9,11,2,-4
CC(C)n1c(=O)[nH]c2cc(C(=O)Nc3ccccc3)ccc21,0,23,0,-0.3,0.5%,0,-4,0,1
COCCNC(=O)CN(C(=O)CCC(=O)Nc1nccs1)c1ccccc1OC,-4,-8,-4,0.1,-0.6%,-5,-13,0,3
O=C(O)CCN1CCc2ccccc2C1c1ccncc1 (stereo not given),2,10,10,0.6,-0.4%,-1,2,1,-1
COc1cccc(NC(=O)CN(C)C(C)C(=O)Nc2ccc(S(=O)(=O)N3CCCC3)cc2)c1 (stereo not given),13,-34*,-2,2.4,-0.5%,-12,16,4,-2
CCCCN=C(N)/C(C(=O)OCC)=C(\O)c1ccc(OC)cc1,-8,-29,8,2.5,0.0%,-2,2,8,4
CC(C)CCN(C(=O)Nc1ccc(Cl)c(Cl)c1)C1CCN(C(C)C)CC1,-1,-2,8,-0.3,2.1%,.,-17,16,-4
CNc1ccc(/C=C(\C#N)C(=O)Nc2ccccn2)cc1[N+](=O)[O-],-5,-9,-3,-0.1,18µM*,8,3,3,19
CC1CCCC(C)N1C(=O)COC(=O)CNC(=O)c1ccc(Cl)cc1Cl (stereo not given),-5,-4,34*,0.9,0.6%,-15,-1,4,-19
N#CC1=C(N)Oc2n[nH]c(-c3ccccc3)c2C12C(=O)Nc1ccccc12 (stereo not given),2,12,4,-0.8,0.5%,-11,1,3,-3
C=C1C(C(=O)Nc2ccccc2)C1C(=O)Nc1ccccc1 (stereo not given),2,-5,4,-0.5,-0.6%,-17,-2,3,7
COc1ccc(CCNC(=O)CC(NC(=O)c2ccccc2Cl)c2ccccc2)cc1 (stereo not given),-4,-14,4,0.3,0.2%,13,-6,3,.
O=C(N/N=C/c1ccc(O)c(Br)c1)c1cc2c(ccc3ccccc32)o1,-5,-3,21,-0.5,0.5%,-6,-1,0,-3
COc1ccc(S(=O)(=O)NCC2CCCN(C(=O)CSC)C2)cc1 (stereo not given),-2,-8,0,.,0.2%,.,.,4,5
CC(OC(=O)CCC(=O)c1ccc(F)cc1)C(=O)NC1CCCCC1C (stereo not given),-8,0,-6,0.7,-1.9%,-11,-9,-1,-5
CCOC(=O)C1C(C#N)=C(N)OC(C)=C1c1ccncc1 (stereo not given),2,5,3,1.1,1.4%,-11,7,1,-3

# Arranged by value in D1 agonist (largest number first): 3 of the compounds above
SMILES	D1 potentiator	D1 antagonist	TRHR PAM	D2 antagonist	D2 potentiator	D1 agonist	RXFP1 antag
CCCCN=C(N)/C(C(=O)OCC)=C(\O)c1ccc(OC)cc1	-8	-29	8	-2	2	8	4
COc1ccc(S(=O)(=O)NCC2CCCN(C(=O)CSC)C2)cc1 (stereo not given)	-2	-8	0	.	.	4	5
CCOC(=O)C1C(C#N)=C(N)OC(C)=C1c1ccncc1 (stereo not given)	2	5	3	-11	7	1	-3

# Part of the list above, with two lines to a compound.
# Every second line gives: D1 potentiator, D1 antagonist, TRHR PAM, D2 ag, RXFP1 agonist, D2 antagonist, D2 potentiator, D1 agonist, RXFP1 antag
> COc1ccc(S(=O)(=O)NCC2CCCN(C(=O)CSC)C2)cc1 (stereo not given)
 : -2, -8, 0, ., 0.2%, ., ., 4, 5
> CCCCN=C(N)/C(C(=O)OCC)=C(\O)c1ccc(OC)cc1
 : -8, -29, 8, 2.5, 0.0%, -2, 2, 8, 4
> CNc1ccc(/C=C(\C#N)C(=O)Nc2ccccn2)cc1[N+](=O)[O-]
 : -5, -9, -3, -0.1, 18µM*, 8, 3, 3, 19
